High-throughput results from PubChem BioAssay.
Abeta rescue = qHTS for compounds that reverse cellular toxicity of Amyloid beta (A-beta) peptide in yeast: Primary Screen; yeast expressing A-beta42, growth rescue, OD600, 48 h; response scale: 0% DMSO, 100% iron-clioquinol control; Potency, µM (doses to about 46.1 µM), for the others: at the top dose growth rescue, usual class: activators; 410,000 tested, 0.063% active; note: potency is the fitted concentration of half-maximal effect; nearly all actives have a fitted effect of over 55% in size
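Growth rescue measured by 600 nm absorbance after 48 h yeast culture at 30 C with compound. Values normalized between DMSO and an equimolar ferric chloride plus clioquinol control.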
PTHR1 agonist = qHTS for PTHR1 Agonists: Primary Screen; Parathyroid hormone/parathyroid hormone-related peptide receptor (Homo sapiens), Q03431; HEK293 GP2 PTHR1 cells, GloSensor cAMP luminescence, 1 h; Potency, µM (doses to about 115 µM), without a hit: at the top dose activation, most hits filed as activators; 410,000 tested, 0.075% active; AID 743266, 2014; note: potency is the fitted concentration of half-maximal effect; nearly all actives have a fitted effect of over 55% in size; some results filed as inactive show a strong effect at the top dose; inactives centre near -15; many of its hits are not listed in these tables
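HEK-293-derived GP2 cells expressing PTHR1 and a GloSensor cAMP reporter, 3,000/well, plated overnight, given luciferin plus IBMX (each 0.5 mM as added) for 1 h at 37 °C, then compound for 1 h at 37 °C. Luminescence was read after 15 min at room temperature.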
GLP1R inv ag = qHTS of GLP-1 Receptor Inverse Agonists (Inhibition Mode); Glucagon-like peptide 1 receptor (Homo sapiens), P43220; HEK293 GLP-1R CRE-luciferase, luminescence, 24 h; GLP-1R form is constitutively active; Potency, µM (top dose mostly 38.3 µM), inactives show at the highest dose activity change, negative = inhibition, most hits filed as inhibitors; 410,000 tested, 1.6% active; note: potency is the fitted concentration of half-maximal effect; % is set by controls: 0 for no effect and ±100 for the full control effect; nearly all actives have a fitted effect of over 55% in size
Target sequence (P43220 whole entry, looked up): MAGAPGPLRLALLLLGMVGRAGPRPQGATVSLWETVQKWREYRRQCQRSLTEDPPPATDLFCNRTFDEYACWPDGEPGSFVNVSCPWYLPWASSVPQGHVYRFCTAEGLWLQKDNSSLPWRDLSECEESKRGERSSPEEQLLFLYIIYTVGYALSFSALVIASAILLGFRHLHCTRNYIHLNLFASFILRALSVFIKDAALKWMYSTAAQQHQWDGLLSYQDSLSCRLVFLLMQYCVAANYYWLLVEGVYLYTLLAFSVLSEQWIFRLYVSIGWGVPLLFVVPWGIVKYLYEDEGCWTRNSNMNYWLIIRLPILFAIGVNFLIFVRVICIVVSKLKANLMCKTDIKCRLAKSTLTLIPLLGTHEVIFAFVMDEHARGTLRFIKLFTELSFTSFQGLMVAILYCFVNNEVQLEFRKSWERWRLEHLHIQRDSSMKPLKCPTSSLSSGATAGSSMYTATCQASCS
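Inverse agonism was detected as reduced cAMP-driven luciferase luminescence after 24 h compound treatment. The cells were HEK293 clones expressing constitutively active human GLP-1R with the reporter. Reporter-only and GPR119 cell lines served as counterscreen controls.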
TDP43 rescue = qHTS of TDP-43 Inhibitors; Potency, µM (highest dose often 46.1 µM), for the others: at the top dose growth rescue (activation), hits mostly activators; 410,000 tested, 1.8% active; TDP-43 expressing yeast growth rescue, BacTiter-Glo, 24 h; AID 652104, 2013; note: potency is the fitted concentration of half-maximal effect; % of control where 0% means no effect; nearly all actives have a fitted effect of over 50% in size
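In this qHTS, compounds that restore growth of yeast expressing TDP-43 appear as activators. Cells (OD600=0.02, galactose medium, raffinose-pregrown) are incubated with compound 24 hr at 30 deg C and growth is quantified by BacTiter-Glo.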
FUS suppressor = qHTS for Suppressors of FUS Proteinopathy: Primary screen using FUS-linked yeast assay | S. cerevisiae FUS-expressing, growth rescue, OD600, 24 h | Potency, µM (titrated, usually from 76.6 µM), for the others: at the top dose growth rescue (activation), usual class: activators | 390,000 tested, 0.24% active;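 note: potency is the fitted concentration of half-maximal effect; plate controls were DMSO vehicle for no effect and reference control for full effect; nearly all actives have a fitted effect of over 55% in size; some results filed as inactive show a strong effect at the top dose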
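S. cerevisiae expressing FUS from galactose induction served as the toxicity model. Growth after 24hr at 30C, read as absorbance at 600 nm, indicates suppression of toxicity; compounds dosed at several concentrations.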
GLP-1R agonist = qHTS of GLP-1 Receptor Agonists. Potency, µM (series often up to 45.6 µM), for inactives: top-dose activation, usual class: activators. HEK293 GLP-1R CRE-luciferase, luminescence, 4-6 h; cells express a hypersensitive GLP-1R form. 380,000 tested, 0.007% active; note: potency is the fitted concentration of half-maximal effect; % of control where 0% means no effect
aSyn rescue = qHTS of alpha-syn Inhibitors | Potency, µM (highest dose often 46.1 µM), for the others: at the highest dose growth rescue (activation), most hits filed as activators | 370,000 tested, 0.14% active | Yeast expressing alpha-synuclein, growth rescue, BacTiter-Glo, 24 h; note: potency is the fitted concentration of half-maximal effect; % of control where 0% means no effect; nearly all actives have a fitted effect of over 65% in size
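Rescue of yeast growth: cells expressing toxic alpha-synuclein, induced in galactose at OD600 0.02, incubated with compound 24 h at 30 C. ATP luminescence quantified growth; inhibitors of toxicity appear as activators.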
Akt phos inh = HTS Assay for Inhibitors of Akt Phophorylation: Primary Screen. AID 651550, 2012. Neuro2A IGF-stimulated pAkt S473 HTRF, 20 min; hits give low values. activity change, % for hits at 50 µM. 360,000 tested, 0.32% active; in the data active = activity change below about -80%; inconclusive = mostly about -51% to -80%; note: % is set by controls: 0 for no effect and ±100 for the full control effect
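Neuro2A cells (4,500/well, DMEM with 0.5% FBS) were treated with compound at a single 50 µM final concentration, stimulated with 6 nM IGF for 20 min at 37 °C, and lysed. Phospho-Akt Ser473 was read by HTRF as 665/615 ratio ×10^4.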
D3 antag = qHTS of D3 Dopamine Receptor Antagonist: qHTS. D(3) dopamine receptor (Homo sapiens), P35462. D3R cells, DiscoveRx beta-arrestin luminescence, antagonist mode; hits give low values. max response, negative = inhibition, %. 360,000 tested, 2.5% active. AID 652054, 2013; in the data active = max response below about -50%; inconclusive = no clear call, values can overlap the other calls; note: % is set by controls: 0 for no effect and ±100 for the full control effect; mostly tested at two doses, the higher about 12 µM
Target sequence (P35462 whole entry, looked up): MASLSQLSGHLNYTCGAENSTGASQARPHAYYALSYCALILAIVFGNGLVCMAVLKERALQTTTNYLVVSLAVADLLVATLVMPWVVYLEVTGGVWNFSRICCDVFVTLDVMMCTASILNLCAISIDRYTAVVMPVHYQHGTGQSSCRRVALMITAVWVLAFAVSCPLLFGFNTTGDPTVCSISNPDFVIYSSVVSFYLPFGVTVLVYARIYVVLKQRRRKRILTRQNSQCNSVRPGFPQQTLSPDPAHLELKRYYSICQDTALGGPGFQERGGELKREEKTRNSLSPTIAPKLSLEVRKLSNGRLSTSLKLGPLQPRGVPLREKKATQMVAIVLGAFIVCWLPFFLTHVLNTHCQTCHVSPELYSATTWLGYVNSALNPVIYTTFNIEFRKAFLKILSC
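Cells expressing the human receptor were seeded at 1500 cells/well, incubated overnight at 37 degrees C in 5% CO2, then exposed to library compounds with dopamine controls for 90 minutes at 37 degrees C before luminescent detection.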
Numbers without * were called inactive; i = inactive; ? = inconclusive; / = not tested or not shown; [ ] = remark or other dose. Unless noted, calls come from the whole dose curve; as a rule, active = well fitted curve in the direction sought with a large enough effect; inconclusive = small, poorly fitted or top-dose-only effect, or another doubt; inactive = no such curve, though single readings can be large; an effect the other way counts as inactive or inconclusive. Some of the compounds tested, so the mix of outcomes need not match the whole.

Start of the data: the first two compounds (preview)
compound	Abeta rescue	D3 antag	FUS suppressor	PTHR1 agonist	Akt phos inh	TDP43 rescue	aSyn rescue	GLP-1R agonist	GLP1R inv ag
Cc1cccc(-c2cc(C(=O)N/N=C/c3cccnc3)c3ccccc3n2)c1	12%	9	68%	i	i	-28%	3%	13%	5%
Cc1ccc(NC(=O)c2ccc([N+](=O)[O-])o2)cc1C	-93%[inhibitor]	-21	1%	-81%[inhibitor]	i	-94%[inhibitor]	-74%[inhibitor]	2%	-23%

All compounds of this part, from the first entry:
compound	Abeta rescue	D3 antag	FUS suppressor	PTHR1 agonist	Akt phos inh	TDP43 rescue	aSyn rescue	GLP-1R agonist	GLP1R inv ag
Cc1cccc(-c2cc(C(=O)N/N=C/c3cccnc3)c3ccccc3n2)c1	12%	9	68%	i	i	-28%	3%	13%	5%
Cc1ccc(NC(=O)c2ccc([N+](=O)[O-])o2)cc1C	-93%[inhibitor]	-21	1%	-81%[inhibitor]	i	-94%[inhibitor]	-74%[inhibitor]	2%	-23%
CCN1CCc2c(C#N)c(N3CCCCC3)nc(NCc3ccccc3)c2C1	7%	-11	29%	i	i	24%	-1%	8%	?
CC1(C)C(c2ccccc2)=NC(c2ccc(F)cc2)N1O (stereo unspecified)	-5%	-21	18%	i	/	-2%	-3%	9%	8%
CS(=O)(=O)N1CCC(C(=O)Nc2cc(Cl)c(Cl)cc2Cl)CC1	6%	8	-9%	i	i	-17%	11%	4%	48%[activator]
CC(C)(C)c1ccccc1NC(=O)CN1C(=O)NC2(CCCC2)C1=O	-7%	0	15%	-10%	i	-21%	-2%	0%	-1%
CCOc1cc(/C=C2\COc3ccccc3C2=O)cc(Br)c1OCC(=O)N(C)C	-53%[inhibitor]	?	?	-34%[inhibitor]	i	22µM*	?	-4%	?
COCCn1c(SCC(=O)NC(C)c2ccccc2)nc2ccccc21 (stereo unspecified)	2%	13	18%	i	i	0%	5%	-1%	-10%
O=C(C1CCC(CNS(=O)(=O)c2cccc3cccnc23)CC1)N1CCc2ccccc21 (stereo unspecified)	-16%	-20	?	-70%[inhibitor]	i	-16%	21%	-5%	-10%
CCn1cc(C(=O)N2CCCC(C(=O)c3ccc4ccccc4c3)C2)cn1 (stereo unspecified)	-4%	15	/	-31%[inhibitor]	i	10%	0%	0%	-30%
Cc1ccc(S(=O)(=O)N2CCC(C(=O)OCc3ccc([N+](=O)[O-])cc3)CC2)cc1	6%	-3	7%	-15%	i	?	8%	4%	19%
Cc1ccc(C)c(NC(=O)C(Cc2ccccc2)N2Cc3ccccc3C2=O)c1 (stereo unspecified)	-35%	/	43%	i	/	-9%	/	/	?
Cc1c(NC(=O)c2cc(Br)ccc2Cl)cccc1-n1cnnn1	18%	-23	-4%	-9%	i	-5%	-4%	9%	1%
NNC(=O)C1CCCn2c1nc1sc3c(c1c2=O)CCCC3 (stereo unspecified)	-6%	11	30%	-25%[57.5 µM]	i	0%	-8%	-3%	0%
CC(C)(C)C(O)(CC#CCN1CCCC1)c1ccccc1 (stereo unspecified)	-9%	3	4%	-22%	i	18%	0%	1%	?
CCCSc1nnc(-c2ccccc2N)c(=O)[nH]1	-8%	23	12%	i	i	-12%	-13%	2%	0%
O=C(NCC(=O)N(c1cccc(F)c1)C(C(=O)NC1CCCC1)c1ccncc1)c1cccs1 (stereo unspecified)	-2%	3	16%	-11%	i	5%	2%	3%	0%
CCOC(=O)c1sc2nc(C)nc(SC(C)C(=O)NC3CC3)c2c1C (stereo unspecified)	-5%	10	7%	i	i	0%	5%[1.84 µM]	-7%	9%
Cc1ccccc1NC(=O)/C=C/c1cccc(C(F)(F)F)c1	?	-18	-7%	-7%	i	-19%	-8%	0%	?
CCC(=O)N1c2ccc(S(=O)(=O)N3CCN(CC)CC3)cc2CC1C (stereo unspecified)	-1%	-2	1%	i	i	9%	-5%	-3%	16%
O=C(NCCCN1CCOCC1)c1c(-c2ccccc2)oc2c1C(OCCCCCO)CCC2 (stereo unspecified)	1%	3	-9%	i	i	21%	1%	7%	25%
Cc1ccccc1CN(C)CCS(=O)(=O)c1cc(Cl)ccc1Cl	-56%[inhibitor]	-27	-10%	i	i	?	-10%	2%	-16%
COc1ccc(C(=O)NCc2nnc(SCC(=O)N3CCCc4ccccc43)o2)cc1OC	4%	0	28%	-8%	i	6%	9%	3%	12%
CCOC(=O)C1CCCN(C(=O)c2ccc(CS(=O)(=O)c3ccc(C)cc3)o2)C1 (stereo unspecified)	-7%	15	7%	-37%[inhibitor]	i	-7%	-2%	-1%	9%
C/C(=N\NC(=O)CNc1cccc(Cl)c1C)c1cccs1	14%	-11	15%	-5%	i	-1%	-5%	5%	0%
CCN(CC)c1ccc(NC(=O)Nc2ccccc2)cc1	-10%	4	26%	-23%	i	0%	0%	4%	?
Cc1c(Cl)cccc1NC(=O)Cn1nnc2sc3c(c2c1=O)CCCC3	-17%	/	-7%	-7%	/	-8%	/	/	4%
CCN1C(=O)C(C(=O)c2ccccc2)SC1=S (stereo unspecified)	-30%	-8	-1%	-87%[inhibitor]	i	-90%[inhibitor]	-57%[inhibitor]	-1%	-8%
CC(C)(C)NC(=O)C(c1ccccc1)n1c(=O)c(-c2cc3ccccc3[nH]2)nc2ccccc21 (stereo unspecified)	-2%	7	?	-13%	i	?	?	/	?
COc1ccc(Cl)cc1NC(=O)N1CCC(CN2CCCCCC2)CC1	-4%	/	9%	-16%	/	19%	/	/	3%

Looked up by structure from the entries so far:
compound	Abeta rescue	D3 antag	FUS suppressor	PTHR1 agonist	Akt phos inh	TDP43 rescue	aSyn rescue	GLP-1R agonist	GLP1R inv ag
CCn1cc(C(=O)N2CCCC(C(=O)c3ccc4ccccc4c3)C2)cn1 (stereo unspecified)	-4%	15	/	-31%[inhibitor]	i	10%	0%	0%	-30%
CC(C)(C)C(O)(CC#CCN1CCCC1)c1ccccc1 (stereo unspecified)	-9%	3	4%	-22%	i	18%	0%	1%	?

Later entries:
compound	Abeta rescue	D3 antag	FUS suppressor	PTHR1 agonist	Akt phos inh	TDP43 rescue	aSyn rescue	GLP-1R agonist	GLP1R inv ag
O=C(Nc1ccc(S(=O)(=O)N2CCc3ccccc32)cc1)c1ccc2c(c1)OCO2	-5%	6	-3%	-33%[inhibitor]	i	-26%	1%	-8%	-9%
CN1CCN(NC(=O)/C=C/c2ccc(Br)cc2)CC1	3%	-24	6%	i	i	4%	12%	4%	-28%
CCOc1ccc(NC(=O)c2cc(=O)c3ccc(C)c(C)c3o2)cc1	6%	/	-5%	i	/	9%	/	/	8%
CCOC(=O)C(=O)Cc1nc(OCc2ccccc2)cc(OCc2ccccc2)n1	-1%	-8	22%	i	i	-7%	-2%	16%	10µM*
Cc1cccc(Nc2c([N+](=O)[O-])cc(C(=O)N3CC(=O)Nc4ccccc43)cc2[N+](=O)[O-])c1	4%	-18	39%	i	i	0%	7%	7%	1%
CC(=O)Nc1ccc(-c2csc(Nc3ncccn3)n2)cc1	-2%	9	-29%	i	i	3%	-5%	-5%	8%
Cc1ccc(C(=O)N/C(=C\c2cccs2)C(=O)NCCCn2ccnc2)cc1	12%	5	5%	-20%	i	-10%	1%	4%	-16%
CCn1nc(C(=O)Nc2nc3ccc(C)cc3s2)c2ccccc2c1=O	7%	11	-9%	i	i	-6%	2%	6%	55%[activator]
COc1ccc(OC)c(NC(=O)CSc2nnc(CNC(=O)c3ccccc3F)o2)c1	17%	0	-9%	-4%	i	6%	0%	4%	4%
COc1ccc(N2CCN(C(=O)COC(=O)c3cnccn3)CC2)cc1	-8%	7	28%	-22%	i	-3%	2%	-13%	0%
Cc1nc2c(sc(=S)n2Cc2ccco2)c(=O)n1CC(=O)Nc1ccccc1Cl	-16%	-14	28%	-8%	i	-23%	1%	-3%	8%
OCC[C@H]1C[C@@H](O)[C@H](O)[C@@]2(Cc3ccccc3CCO2)O1	1%	-4	-24%	i	i	20%	-4%	-1%	-3%
CC1CCC/C(=C(\C#N)c2nc(-c3cc4ccccc4oc3=O)cs2)C1 (stereo unspecified)	9%	8	-2%	-12%	i	16%	5%	-6%	-13%
CCCCNC(=O)CCn1nc(-c2ccc(C)cc2)c2ccccc2c1=O	-2%	-11	-12%	-29%	i	17%	14%	-5%	-28%
COc1cc(Cl)c(C)cc1NC(=O)c1cc2c(Cl)nc3ccc(C)cc3c2s1	-8%	/	-14%	i	/	20%	/	/	13%
COc1ccc(N2C(=O)C3ON(C4SC(=S)N(C)C4(C)C)C(c4ccc(Cl)cc4)C3C2=O)cc1 (stereo unspecified)	20%	3	-6%	i	i	5%	5%	-14%	13%
CC1CCN(C(=O)COC(=O)C2CCN(S(=O)(=O)c3c(Cl)cccc3Cl)CC2)CC1	5%	-2	21%	i	i	5%	8%	1%	14%
Cc1cc(NC(=O)CCC(=O)N(Cc2ccco2)C2(C(=O)NC3CCCC3)CCCCC2C)no1 (stereo unspecified)	6%	3	12%	-1%	i	-4%	1%	9%	10%
CN(C(=O)CCc1nnc(Cc2ccc(-c3ccccc3)cc2)o1)C1CCOCC1	-7%	2	20%	-23%	i	1%	12%	11%	0%
CCN1C(=O)[C@H]2[C@@H](c3ccc(C)cc3)N[C@]3(CCCN(Cc4ccco4)C3=O)[C@H]2C1=O	-3%	-22	-14%	-6%	i	7%	-3%	5%	11%
Cn1c(-c2cnn(-c3ccccc3)c2N)n[nH]c1=S	-10%	33	-25%	i	i	12%	-3%	10%	26%
